PI5P4Ka inh – PI5P4K alpha (human) kinase inhibition; 330,000 tested, 1.2% active; max response, %; AID 652105; PI5P4Kalpha enzyme, ADP-Glo luminescence, 60 min; stronger effect = lower value; P48426; active means max response of -50% or lower; inconclusive means between -30% and -50%; inactive means -30% or higher; further: value at the top dose of about 77 µM; on the % scale 0 is the no-effect control and ±100 the full control effect
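ADP-Glo luminescence end-point read after a 60 min room-temperature kinase reaction of PI5P4Kalpha plus substrate, initiated with ATP at 5 microM final. Buffer: 0.038 M HEPES pH 7.4, EGTA, 0.1% CHAPS, 5% DMSO.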
EPAC1 antag – antagonists of human EPAC1. AID 720709. O95398. Potency, µM (highest dose often 115 µM), inactives show at the top dose activity change, negative = inhibition, usual class: inhibitors. EPAC1 GEF assay, Rap1b-BODIPY-GDP exchange fluorescence. 360,000 tested, 0.14% active;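 further: potency means the concentration at half of the fitted maximal effect; plate controls were vehicle for no effect and positive control for full effect; nearly all actives have a fitted effect of over 50% in size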
Target sequence (O95398 whole entry, looked up): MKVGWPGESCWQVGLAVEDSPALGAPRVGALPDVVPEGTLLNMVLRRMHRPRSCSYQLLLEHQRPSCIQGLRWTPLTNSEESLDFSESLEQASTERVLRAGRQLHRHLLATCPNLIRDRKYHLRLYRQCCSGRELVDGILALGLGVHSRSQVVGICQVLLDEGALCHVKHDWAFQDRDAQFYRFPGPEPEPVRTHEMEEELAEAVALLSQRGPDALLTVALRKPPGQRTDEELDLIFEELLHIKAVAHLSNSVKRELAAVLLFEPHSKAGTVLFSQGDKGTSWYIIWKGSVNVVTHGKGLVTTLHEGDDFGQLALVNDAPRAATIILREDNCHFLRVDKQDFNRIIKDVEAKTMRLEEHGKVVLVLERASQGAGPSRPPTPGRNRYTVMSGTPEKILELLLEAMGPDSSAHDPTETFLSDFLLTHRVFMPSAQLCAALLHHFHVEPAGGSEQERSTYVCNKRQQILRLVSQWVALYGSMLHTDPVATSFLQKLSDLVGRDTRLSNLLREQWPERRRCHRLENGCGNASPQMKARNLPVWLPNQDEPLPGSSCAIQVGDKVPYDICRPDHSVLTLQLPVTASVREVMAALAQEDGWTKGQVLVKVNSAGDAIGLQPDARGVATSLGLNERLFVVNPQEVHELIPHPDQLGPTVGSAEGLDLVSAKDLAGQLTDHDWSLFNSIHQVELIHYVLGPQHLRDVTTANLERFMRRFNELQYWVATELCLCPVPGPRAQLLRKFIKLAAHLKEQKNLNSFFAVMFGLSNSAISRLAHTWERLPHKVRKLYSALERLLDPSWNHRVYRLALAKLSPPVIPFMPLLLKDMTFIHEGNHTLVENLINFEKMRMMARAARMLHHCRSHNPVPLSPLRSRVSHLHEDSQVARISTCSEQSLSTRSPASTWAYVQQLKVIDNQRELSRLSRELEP
EPAC1 agonist – activates human EPAC1 exchange factor | O95398 | Potency, µM (doses to about 154 µM), without a hit: top-dose activation, usual class: activators | EPAC1 agonist qHTS, biochemical assay; response scale: 100% = response to 6.5 mM cAMP | AID 720707 | 360,000 tested, 0.073% active; further: potency means the concentration at half of the fitted maximal effect; nearly all actives have a fitted effect of over 60% in size
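Compounds were pinned as a concentration titration into mixtures of EPAC1 (100 nM), BODIPY-GDP-loaded Rap1B (250 nM) and GDP (50 uM). After 5 min at room temperature, fluorescence was followed for 30 min; activity was scaled to 6.5 mM cAMP.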
Abeta yeast res – compounds reversing amyloid beta toxicity in yeast. yeast expressing A-beta42, growth rescue, OD600, 48 h; response scale: 0% DMSO, 100% iron-clioquinol control. Potency, µM (doses to about 46.1 µM), for the others: top-dose growth rescue, usual class: activators. 410,000 tested, 0.063% active. AID 1347071; further: potency means the concentration at half of the fitted maximal effect; nearly all actives have a fitted effect of over 55% in size
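Yeast growth medium received pinned compounds, then yeast cells expressing toxic A-beta were added; plates incubated at 30 C for 48 hr. Growth read as absorbance at 600 nm, normalized to DMSO and equimolar FeCl3 plus clioquinol controls.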
WRN inhibitor – blocks human WRN helicase; Q14191; WRN helicase unwinding, fluorescent forked duplex, kinetic; Potency, µM (doses to about 114 µM), without a hit: top-dose activity change, negative = inhibition, usual class: inhibitors; 360,000 tested, 0.46% active; AID 651768; further: potency means the concentration at half of the fitted maximal effect; on the % scale 0 is the no-effect control and ±100 the full control effect; nearly all actives have a fitted effect of over 55% in size
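Enzyme (20 nM final) and test compound sit together 15 min at room temperature before substrate addition. Substrate is a single-forked duplex oligonucleotide (100 nM) labelled with fluorophore and quencher, with 2 mM ATP; helicase unwinding raises red fluorescence, read kinetically.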
IL-2 act – activators of IL-2. IL-2 activation reporter assay, cell-based qHTS; stimulated with anti-CD3/CD4/CD28 beads; in transgenic mouse T cells. 360,000 tested, 0.065% active. activation, % (series mostly up to about 46 µM). AID 652025; in the data active means activation above about 50%; inconclusive means mostly about 30% to 49%; further: 0% is about no effect
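First, unstimulated transgenic mouse T cells were exposed to compound for 60 min. Next, anti-CD3/anti-CD4-coated beads with anti-CD28 were added. Finally, after 18 h at 37 degrees C, EGFP and DsRed were imaged.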
PLK1 PBD block – blocks phosphopeptide binding to human PLK1 polo-box domain | P53350 | Plk1 PBD binding of FITC phosphopeptide, fluorescence polarization | Potency, µM, for the others: max response, negative = inhibition, actives largely listed as inhibitors | 360,000 tested, 2.8% active; further: potency means the concentration at half of the fitted maximal effect; series mostly up to about 57 µM; on the % scale 0 is the no-effect control and ±100 the full control effect; nearly all actives have a fitted effect of over 65% in size
FUS suppressor – rescues growth of FUS-expressing yeast. S. cerevisiae FUS-expressing, growth rescue, OD600, 24 h. Potency, µM (doses to about 76.6 µM), for the others: at the top dose growth rescue (activation), actives largely listed as activators. 390,000 tested, 0.24% active. AID 1347120;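 further: potency means the concentration at half of the fitted maximal effect; plate controls were DMSO vehicle for no effect and reference control for full effect; nearly all actives have a fitted effect of over 55% in size; some results filed as inactive show a strong effect at the top dose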
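Galactose (2%) drives FUS expression in yeast precultured in raffinose; seeding density OD 0.005. Test compounds incubated 24hr at 30C and 99% humidity before absorbance at 600 nm was measured.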
Numbers without * were called inactive; ? = inconclusive; . = not tested or not shown; [ ] = another dose, or the depositor's remark. Unless noted, the call rests on the fitted dose curve; in most records, active means well fitted curve in the direction sought with a large enough effect; inconclusive means small, poorly fitted or top-dose-only effect, or another doubt; inactive means no such curve, though single readings can be large; an effect the other way counts as inactive or inconclusive.

Molecule	PI5P4Ka inh	EPAC1 antag	EPAC1 agonist	Abeta yeast res	WRN inhibitor	IL-2 act	PLK1 PBD block	FUS suppressor
COc1ccc(C(=O)Nc2cc3c(cc2C#N)OCO3)cc1S(=O)(=O)NCc1ccco1	1	14%	-4%	14%	1%	-0.1	-10%	12%
COc1ccc(C2CC(c3ccc(Br)cc3)=NN2C(=S)Nc2ccccc2)cc1 (stereo not drawn)	1	15%	4%	?	2%	1.1	-9%	5%
CCCOc1ccc(C(=O)Nc2c[nH]c(=O)[nH]c2=O)cc1	1	15%	-3%	-10%	-14%[57.1 µM]	-0.1	7%	13%
COc1cc(NC(=O)[C@H](C)NC(=O)N2CCn3c2nc2ccccc23)cc(OC)c1	5	-9%	8%	25%	3%	-2.3	?	15%
O=C(c1ccco1)N1CCN(S(=O)(=O)c2ccc(Cl)cc2)CC1	-8	?	4%	-3%	-2%	0.4	-18%	12%
CCOC(=O)C1(Cc2cccc(Cl)c2)CCCN(C(=O)c2c(CC)noc2C)C1 (stereo not drawn)	13	-27%	5%	.	-2%	-0.2	-10%	?
O=C(c1ccc(Cl)c(S(=O)(=O)N2CCCCCC2)c1)N1CCCC1	-2	-3%	0%	14%	-3%	-1.6	4%	-1%
CCOC(=O)[C@@H]1[C@H]2COc3ccccc3[C@@H]2N2C(=O)N(c3ccc(F)cc3)C(=O)[C@]12C	7	8%	-1%	13%	-14%	-2.5	-8%	14%
C=CCn1c(NCc2ccccc2OC)nc2ccccc21	2	16%	-7%	-13%	3%	0.7	-6%	-6%
CCOc1ccccc1NC(=O)C(OC(=O)c1ccc(N(C)C)cc1)c1ccccc1 (stereo not drawn)	7	-4%	1%	0%	-2%	1.3	-4%	.
Cn1c(N)c(C(=O)CSc2nnc(NC3CCCCC3)s2)c(=O)n(C)c1=O	-3	-5%	1%	-4%	-20%	-0.6	-16%	25%
Cc1nn(-c2ccccc2)c(C)c1C(=O)NCCc1ccc(Cl)cc1	1	4%	-3%	9%	4%	-2.1	-2%	9%
CCOc1ccccc1NC(=O)n1ncc2c(C)cccc21	-3	-17%	-7%	4%	4%	-1.0	-6%	0%
Cn1c(N)c(C(=O)COC(=O)/C=C/c2cccc(F)c2)c(=O)n(C)c1=O	-9	2%	1%	1%	10%	1.5	3%	.
O=C(O)CC/C(=N/NC(=O)CNC(=O)c1ccc2c(c1)OCCO2)c1ccccc1	-21	20%	6%	1%	-1%	-0.3	-1%	16%

Continued; it opens with the 4 that closed the last part.
Molecule	PI5P4Ka inh	EPAC1 antag	EPAC1 agonist	Abeta yeast res	WRN inhibitor	IL-2 act	PLK1 PBD block	FUS suppressor
Cc1nn(-c2ccccc2)c(C)c1C(=O)NCCc1ccc(Cl)cc1	1	4%	-3%	9%	4%	-2.1	-2%	9%
CCOc1ccccc1NC(=O)n1ncc2c(C)cccc21	-3	-17%	-7%	4%	4%	-1.0	-6%	0%
Cn1c(N)c(C(=O)COC(=O)/C=C/c2cccc(F)c2)c(=O)n(C)c1=O	-9	2%	1%	1%	10%	1.5	3%	.
O=C(O)CC/C(=N/NC(=O)CNC(=O)c1ccc2c(c1)OCCO2)c1ccccc1	-21	20%	6%	1%	-1%	-0.3	-1%	16%
COC(=O)C1=C(COc2ccc(C=O)cc2OC)NC(=O)NC1c1cc(C)ccc1C (stereo not drawn)	-4	-15%	3%	-10%	5%	-0.4	-6%	.
CCc1nc2c(OCc3ccc(C#N)cc3)cccn2c1N(C)C(=O)c1cccs1	9	-18%	-2%	-6%	-5%	-0.5	0%	2%
CCN(CC)Cc1c(O)ccc2c1O/C(=C\C=C\c1ccccc1)C2=O	-19	-13%	?	-4%	-8%	8.7	0%	31%
C=C1CCN([C@@H](CC(C)C)C(=O)NCc2cc(OC)c(OC)c(OC)c2)S(=O)(=O)c2ccccc21	6	2%	5%	3%	-11%	-3.6	-8%	20%
C[C@@H]1CN([C@@H](C)CO)C(=O)c2cccc(NC(=O)c3nc4ccccc4s3)c2O[C@@H]1CN(C)CC1CC1	3	-10%	10%	3%	5%	-0.6	-9%	16%
O=C(c1cc(S(=O)(=O)N2CCC3(CC2)OCCO3)ccc1F)N1CCCCC1	-1	17%	-4%	7%	-1%	-1.7	4%	-8%
O=C(CCn1c(=O)[nH]c2ccsc2c1=O)N1CCN(c2cccc(Cl)c2)CC1	-4	1%	1%	1%	1%	-1.3	-18%	17%
CCN1CCN(c2cc(C)c3cc(NC(=O)c4cnccn4)ccc3n2)CC1	7	-17%	-1%	-5%	-17%	-1.2	-11%	-18%
Cc1ccc(-n2nc3c(=O)n(C(C)C(=O)NCCC4=CCCCC4)nc(C)c3c2C)cc1 (stereo not drawn)	1	-6%	-6%	2%	-2%	-1.0	-1%	28%
Cc1ccc(OCC(=O)N/N=C/c2cccc3cccnc23)cc1	-4	-28%	7%	-11%	1%	-4.1	-20%	22%
CCNc1ccc(Br)cc(C(=O)/C=C/c2ccccc2Cl)c1=O	.	-24%	5%	-1%	?	3.3	?	?
Cc1cc(C)cc(NC(=O)CSc2nnnn2-c2cccnc2)c1	3	2%	8%	1%	-10%	-0.1	-12%	-1%
C=CCn1c(SCC(=O)N2CCc3ccccc3C2)nc2ccccc2c1=O	6	-12%	0%	-8%	-8%	-0.3	1%	28%
CCN(CC)c1ccc(C(=O)OCC(=O)Nc2ncccn2)cc1	2	6%	-2%	7%	9%	0.4	1%	-7%
O=C(CSc1ncn(-c2ccccc2)n1)Nc1ccc2c(c1)OCO2	4	-14%	1%	0%	-4%	0.3	-10%	11%
COc1ccc(Nc2ncnc3c2cnn3-c2ccccc2)cc1OC	.	3%	-14%	-14%	-9%	-4.2	-5%	5%
COc1ccc(C2Nc3ccccc3C(=O)N2Cc2ccccc2)cc1OC (stereo not drawn)	-5	10%	4%	-12%	0%	0.4	1%	-6%
Cc1noc(C)c1NC(=O)Nc1ccc2c(c1)C(=O)N([C@H](C)CO)C[C@H](C)[C@@H](CN(C)C(=O)Nc1ccccc1)O2	-2	-5%	-5%	8%	-6%	0.0	-5%	5%
Cc1cc(=O)oc2ccc(OC(=O)CN3C(=O)c4cccc([N+](=O)[O-])c4C3=O)cc12	?	-5%	4%	-5%	-5%	-0.7	?	.
O=C(O)c1cc(N/N=C/c2ccncc2)ccc1Cl	-25	?	-8%	-7%	-14%	-3.1	?	21%
O=C(c1cc(Cl)nc2ccccc12)N1CCN(Cc2ccc3c(c2)OCO3)CC1	-3	-3%	5%	10%	-7%	0.4	1%	11%
CCCCc1c(O)nc(SCC(=O)N2CCOCC2)n(-c2ccccc2OC)c1=O	1	2%	1%	-5%	10%	0.6	-6%	10%
CC1(c2nnnn2Cc2ccccc2)CCC(=O)N1c1ccc(N2CCOCC2)cc1 (stereo not drawn)	0	-15%	3%	-12%	-6%	0.1	-16%	16%
O=C(NCc1cccnc1)c1cn(-c2ccccc2)nc1-c1ccccc1	-3	-9%	2%	-12%	-8%	2.0	-3%	12%
C#CCSc1nnc(-c2sc(-c3ccccc3)nc2C)n1C	.	27%	3%	-7%	0%	-3.3	-9%	21%
Cc1cc2cc3c(cc2nc1SCC(=O)N1c2ccccc2CC1C)OCO3 (stereo not drawn)	-4	-9%	10%	18%	1%	-0.5	-4%	0%
CCOC(=O)c1sc2nc(COC(=O)c3c(F)cccc3F)[nH]c(=O)c2c1C	-24	4%	14%	-2%	-7%	1.3	13%	15%
Cc1ccc(S(=O)(=O)N2CCCC2c2nc3ccccc3s2)cc1 (stereo not drawn)	.	-10%	27%	1%	0%	-0.9	-12%	26%
Cc1ccc(S(=O)(=O)CCC(=O)OCC(=O)N2c3ccccc3CC2C)cc1 (stereo not drawn)	0	9%	2%	-4%	18%	0.7	-5%	-1%
Cc1ccc(C)c(C2=NNC(=O)CC2)c1	-6	-10%	8%	10%	3%	-0.3	0%	7%
COc1ccc2c(c1)c(/C=N/Nc1ccc(C(=O)O)cc1)c(C)n2C	4	-1%	10%	.	-13%	0.2	-10%	13%
O=C(NCc1cc(F)cc(C(F)(F)F)c1)C1CCC(=O)N(C2CCCC2)C1 (stereo not drawn)	1	22%	-5%	2%	0%	-1.4	-9%	34%
CC(=O)Nc1ccc(S(=O)(=O)Nc2nnc(CC(C)(C)C)s2)cc1	-13	-8%	6%	-5%	-2%	-2.6	27µM*	24%
Cc1ccc(S(=O)(=O)N2CCCCC2)cc1NC(=O)CN1CCCC1c1cccs1 (stereo not drawn)	-6	-12%	2%	0%	8%	-1.1	-6%	-52%
COc1ccc(OCc2nnc(SCC(=O)N3CCCc4ccccc43)n2-c2ccc(C)cc2)cc1	5	-13%	3%	-7%	-13%	-2.2	-4%	?
CCC(C(=O)N1CCc2ccccc2C1)n1nc(C)n2c(cc3occc32)c1=O (stereo not drawn)	-3	-4%	5%	-20%	-5%	0.4	-9%	13%
O=C(CNC(=O)OCc1ccccc1)OC(c1ccccc1)c1ccccc1	8	-15%	17%	5%	-6%	0.1	-9%	12%
COc1ccccc1NC(=O)CCCN1C(=O)C(c2ccccc2)Oc2cccnc21 (stereo not drawn)	2	-24%	7%	1%	3%	-0.6	1%	15%
Cc1ccc([C@@H]2C[C@H]3[C@@H](CN2S(=O)(=O)c2ccc(Cl)cc2)C(=O)C[C@@H](c2ccc(C)cc2)N3S(=O)(=O)c2ccc(Cl)cc2)cc1	-2	-15%	5%	-7%	2%	-2.6	-3%	-11%

Screens (PubChem BioAssay)
